UTI89 phage lysis – protection from phage-mediated lysis, alamar blue read-out – E. coli UTI89, K1F phage, bacterial capsule biogenesis inhibitors (AID 488966) | inhibition, % at 100 µM, or IC50 in µM where a hit was titrated | E. coli UTI89 K1F phage lysis, alamar blue, 2 h; higher % means a stronger effect | 0.02% of 340,000 active;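 active = phage lysis inhibition, versus mean bacterial control, above a set limit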;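 also: capsule biogenesis inhibitors block K1F phage lysis so surviving cells raise fluorescence; higher fluorescence means more inhibition of phage lysis; actives were called in the ten point dose series up to 300 µM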
bCat nuc transl – beta-catenin nuclear translocation modulation | HeLa beta-catenin nuclear translocation, immunofluorescence imaging | 0.3% of 190,000 active | nuclear translocation activity, % at 5 µM;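 active = nuclear translocation activity above 50% at 5 µM, with a well cell count of 50 or more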;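 also: per-cell ratio of nuclear to cytoplasmic median beta-catenin stain intensity; plate controls were DMSO negative control for no effect and GSK-3 inhibitor IX positive control for full effect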
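Signal – beta-catenin immunofluorescence imaging with DAPI · Test system – human HeLa cell line · Dosing – 5 µM primary single dose, 0.1% DMSO, 0.02–20 µM confirmation series · Measure – % activation, nuclear-to-cytoplasmic median beta-catenin signal ratio per cell · Incubation – 24 h compound exposure at 37°C, 5% CO2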
P. falciparum M17LAP – P. falciparum M17LAP inhibitors, primary screen, biochemical, fluorogenic H-Leu-NHMec substrate, 1536-well (AID 1619); recombinant M17LAP, H-Leu-NHMec fluorogenic kinetic assay; higher % means a stronger effect; one-dose inhibition, % at 30 µM; IC50 in µM for titrated hits; 0.38% of 220,000 active;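 active = compound inhibiting the enzyme by more than half at any dose during confirmatory dose-response retesting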;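 also: plate controls were full reaction with DMSO carrier for no effect and no enzyme background for full effect; strong numbers were not always called active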
Ins promoter up – MIN6 insulin promoter up-regulation; MIN6 insulin promoter-GFP reporter, high-content imaging; active compounds read high; z-score at 5 µM; 0.3% of 190,000 active;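 active = z-score above 3 at 5 µM with at least 500 cells counted in the well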
MT stabilize HCS – stabilizes microtubules in HeLa cells. HeLa tubulin immunostaining HCS, 24 h; share of cells brighter than vehicle mean+2SD. % tubulin-high responders, % at 10 µM. 0.83% of 200,000 active. AID 2205;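 active = plate Z-score above 3 for both tubulin-high and condensed-nucleus cell shares, with cell loss under 80%, at 10 µM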;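 also: anti alpha tubulin signal scored within the nucleus-defined area of each cell; some results filed as inactive read as strong as hits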
P. falciparum M1AAP – P. falciparum M1AAP inhibitors, biochemical, fluorogenic H-Leu-NHMec substrate, 1536-well (AID 1445); recombinant M1AAP, H-Leu-NHMec fluorogenic kinetic assay; higher % means a stronger effect; inhibition, % at 30 µM, or IC50 in µM where a hit was titrated; 0.42% of 220,000 active;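 active = primary inhibition above the hit cutoff, then over 50% inhibition at one or more dose response concentrations, cut at about 23% in these data, passing the limit was not always enough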;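 also: plate controls were DMSO full reaction for no effect and no enzyme background for full effect; strong numbers were not always called active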
Dynein cargo inh – blocks dynein driven cargo transport along microtubules | 0.47% of 220,000 active | z-score, hits read low | 3617.4 mouse cells, GR-EGFP nuclear translocation imaging; test concentration mostly 20 µM; stimulated with dexamethasone, 1 µM; active compounds read low | AID 1381;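 active = plate z-score of nuclear minus cytoplasmic receptor signal below a set negative limit, without overly bright fluorescence or cell loss, cut at about -3.5 in these data, passing the limit was not always enough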;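 also: z-score of nuclear minus cytoplasmic ring GR-EGFP intensity difference per well; some compounds called inactive have numbers as strong as hits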
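Buffer or medium: tetracycline-free induction medium containing charcoal-stripped FBS / Reagent: dexamethasone agonist, 1.0 µM final, for 30 min / Technique: automated 10x imaging of fixed Hoechst-stained cells / Times: induction 48 h, compound 1 h, agonist 30 min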
Autophagy mod – autophagy modulation, high-content screen; MEF GFP-LC3 puncta imaging; test concentration mostly 10 µM; 0.98% of 190,000 active; calls only at 10 µM (by protocol); AID 463193;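 active = percentage of spot-positive cells more than 3 SD above its plate mean, without a fluorescence outlier flag or 80% toxicity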;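 also: spot-positive cell cutoff set from DMSO-treated cells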
CSM14.1 death rescue – rescue of cells from ER stress-induced death, primary screen, 384-well, CSM14.1, thapsigargin, ATP luminescence (AID 1222). 190,000 tested, under 10 active. cellular ATP content (survival), % at 20 µM; hits with a dose series show EC50 in µM. CSM14.1 thapsigargin-induced death rescue, ATP luminescence; higher % means a stronger effect;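 active = EC50 below 50 µM in the dose-response confirmation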;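 also: death triggered by thapsigargin at about 15 µM added after 2 h compound pretreatment; cell ATP read after overnight thapsigargin exposure of roughly 18 to 22 hours; normalized against plate controls of thapsigargin alone and 5% DMSO vehicle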
Dynein cargo inh cytoplasmic EGFP – second read-out of Dynein cargo inh, no call of its own (marks repeat the call); z-score; measured here: cytoplasmic GR-EGFP intensity; active compounds read high
Dynein cargo inh nuclear GR-EGFP – also measured in Dynein cargo inh; calls as there; z-score; measured here: nuclear GR-EGFP intensity;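 lower value marks the stronger effect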
Dynein cargo inh cell count – also measured in Dynein cargo inh; calls as there; z-score; measured here: cell count per field
Ins promoter up cell count – recorded beside Ins promoter up, whose call it bears; cell count; measured here: cytotoxicity, nuclei count;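 total cells summed across four imaged fields per well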
bCat nuc transl cell count 5 µM – recorded beside bCat nuc transl, whose call it bears; cell count; measured here: cell count, cytotoxicity flag
MT stabilize HCS Hoechst-high % – also measured in MT stabilize HCS; calls as there; % Hoechst-high responders; measured here: nuclear condensation Hoechst responders;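 share of cells brighter than vehicle mean plus two SD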
MT stabilize HCS cytotoxicity % – also measured in MT stabilize HCS; calls as there; toxicity, %; measured here: cytotoxicity by cell density;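 0% = mean cell density of plate MIN control wells and 100% = no cells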
Autophagy mod cell loss 18 h – second read-out of Autophagy mod, no call of its own (marks repeat the call); toxicity, %; measured here: cell loss, nuclei count;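 cell loss after 18 h compound exposure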
Numbers without * were called inactive; i = inactive; . = not tested or not shown; [ ] = another dose, or the depositor's remark.

SMILES	UTI89 phage lysis	bCat nuc transl	bCat nuc transl cell count 5 µM	P. falciparum M17LAP	Ins promoter up	Ins promoter up cell count	MT stabilize HCS	MT stabilize HCS Hoechst-high %	MT stabilize HCS cytotoxicity %	P. falciparum M1AAP	Dynein cargo inh	Dynein cargo inh cytoplasmic EGFP	Dynein cargo inh nuclear GR-EGFP	Dynein cargo inh cell count	Autophagy mod	Autophagy mod cell loss 18 h	CSM14.1 death rescue
COC(=O)C1=C(C)Nc2c(c(=O)n(C)c(=O)n2C)C1c1ccc(Cl)cc1 (stereo unspecified)	8.6%	.	.	22%	-0.12	1224	1.8	4.1	14	2%	0.97	-0.32	0.17	-0.21	i	1	-3.2%
CC1CCN(CC(=O)NCc2ccccc2)CC1	-0.2%	.	.	13%	.	.	5.1	2.7	21	-6%	-0.59	0.081	0.2	-0.045	i	2	3.5%
Cc1ccc2sc3ccc(NC(=O)c4ccccc4Cl)cc3c(=O)c2c1	0.3%	.	.	0%	.	.	1.7	1.8	5.3	-3%	-0.16	-0.23	-0.62	0.35	i	4	14%
CCC1CSC(Nc2ccc(C(=O)/C=C/c3ccc(OC)c(OC)c3)cc2)=N1 (stereo unspecified)	0.4%[50 µM]	11	209	0%	-1.5	529	8.1	5.2	19	4%	-0.92	-0.2	-0.82	0.55	i	11	-7.6%
O=C(O)CCn1c2c(c3ccccc31)CCCC2	-0.1%	1.6	1101	-12%	.	.	0.9	1.1	1.6	-1%	-1.4	-0.33	-0.58	1.9	i	3	2.3%
Cc1cccc(-c2noc(CN(C)S(=O)(=O)c3cc(Cl)ccc3Cl)n2)c1	-0.9%	.	.	5%	-0.92	1191	2.7	1.1	4.8	6%	1.2	-0.21	0.53	-0.69	i	3	-3.2%
N#Cc1cc(-c2ccccc2)nc(Oc2ccc(Cl)cc2)n1	-0.8%	-1.7	989	5%	-1.7	720	1.8	1.5	4.2	3%	-4.3*	0.35*	-1.8*	-0.4*	i	5	-1.2%
CC1CCCN(C(=O)C(Cc2ccccc2)n2cccc2)C1 (stereo unspecified)	-2.9%	-0.2	1124	13%	0.74	922	5.3	2.7	6.4	6%	-0.38	-0.072	-0.17	0.037	i	14	2.2%
Cc1nn(-c2ccc(C(=O)O)cc2)c(=O)c2ccccc12	0.7%	-1.0	722	13%	-0.23	1360	1.2	1.9	14	1%	-0.39	-0.21	-0.093	0.46	i	35	-2.1%
CCn1c(COc2ccc(Cl)c(C)c2)nnc1SCC(=O)N1CCCC1	0.3%	0.7	1364	-4%	1.3	1589	3.4	1.5	6.1	8%	2.6	-0.12	1.3	-1.7	i	26	-1.0%
N#Cc1cc2ccccc2nc1SCC(=O)Nc1ccc(S(=O)(=O)N2CCCC2)cc1	i	-8.2	1059	-16%	-0.34	699	3.3	4.0	6.4	13%	-0.047	-0.021	0.29	0.42	i	-7	2.2%
COc1ccc(N(CC(=O)NCc2ccccc2)S(C)(=O)=O)cc1	2.0%[50 µM]	2.7	270	2%	0.41	1314	1.8	3.8	11	-3%	-0.1	-0.16	-0.39	0.43	i	1	-0.9%
COc1ccc(NCC(=O)n2c(C)c(C)c3ccccc32)cc1OC	0.5%	-1.4	1076	14%	0.22	1440	.	.	.	4%	-0.27	-0.25	-0.23	0.84	.	.	.
O=C(CSc1nnc(SCc2ccc(Cl)cc2)s1)N/N=C/c1ccccc1C(=O)O	0.2%	1.2	1270	7%	-0.38	1070	.	.	.	3%	0.83	-0.21	0.84	-0.042	.	.	.
COc1ccc(OC)c(-n2c(=S)[nH]c3c(sc(=S)n3-c3ccccc3)c2=O)c1	0.0%	-1.6	1116	8%	.	.	2.1	2.7	5.4	12%	-0.035	-0.14	0.0042	0.43	i	10	-0.6%
CCCCc1nc2ccccc2c(=O)n1NC(=O)c1c(O)c2c(n(CC(C)C)c1=O)CCCC2	0.1%	-4.4	879	-10%	-0.33	1229	8.9	3.6	8.7	-4%	1.9	-0.14	1.6	-0.69	i	6	1.1%
CCCOc1ccc(N2C(=O)CC(N(Cc3ccco3)C(C)=O)C2=O)cc1 (stereo unspecified)	1.0%	-0.2	1529	3%	0.65	1428	1.1	0.7	6.7	-1%	0.16	0.14	-0.19	0.72	i	-7	1.4%
c1ccc(OCCSc2nnnn2C2CCCCC2)cc1	1.6%	-6.1	852	.	-1.1	1298	1.8	1.4	9.6	.	-0.46	-0.19	-0.05	0.38	i	-2	-0.7%
O=C(Nc1ccccc1)N1CCCC(CNS(=O)(=O)Cc2ccccc2)C1 (stereo unspecified)	0.3%	2.4	988	12%	0.15	1352	0.8	1.1	3.8	-8%	0.16	-0.26	0.13	-0.033	i	-13	0.7%
COCCCNC(=S)N1CCN(C(=O)C(=O)Nc2ccc(C(=O)OC)cc2)CC1	3.6%	0.6	564	-7%	0.04	1355	2.8	2.2	7.2	8%	-0.2	-0.31	-0.3	0.24	i	4	-0.2%
Cc1nn(C/C(C#N)=N\O)c(C)[n+]1N	0.6%	-2.5	1181	4%	0.37	1252	3.6	2.5	3.9	3%	0.8	-0.15	0.49	-0.84	i	18	-3.4%
CNc1oc(C)nc1S(=O)(=O)c1ccccc1	0.6%	-2.4	1144	14%	0.26	1217	2.2	2.4	10.0	13%	-0.99	-0.19	-0.2	0.42	i	3	-2.2%
CN(C)CCCNC(=S)N1CCn2c(nc3ccccc32)C1	1.7%[50 µM]	.	.	-11%	-0.3	1204	2.3	3.2	3.8	1%	0.59	-0.2	-0.11	-0.66	i	3	-1.6%
Cc1cccc(OCCN2C(=O)c3ccccc3C2=O)c1	-0.1%	-2.3	1129	-1%	0.66	1557	2.0	1.4	5.6	0%	-0.55	-0.22	-0.21	0.33	i	15	-0.4%
COc1ccc(CNC(=O)C(c2ccco2)N(C(=O)CNS(=O)(=O)c2ccccc2)c2ccccc2C)cc1 (stereo unspecified)	0.2%[50 µM]	1.2	545	9%	-0.47	1095	3.7	2.0	0.9	4%	-0.61	-0.26	0.57	0.65	i	19	0.9%
COCCCn1c(SCC(N)=O)nnc1-c1ccccc1	i	-1.0	1080	-1%	-0.08	1134	3.0	2.2	9.3	6%	3.2	-0.1	1.6	-2	i	-6	2.5%
O=C(NC1(C(F)(F)F)C(=O)Nc2c1c(=O)[nH]c(=O)n2Cc1ccccc1)c1ccc(Cl)cc1 (stereo unspecified)	8.7%	-5.5	1154	24%	-0.09	985	2.4	1.9	8.7	-1%	-0.22	-0.21	0.5	0.37	i	23	2.3%
CCOc1cc(C(=O)Nc2ccc(S(=O)(=O)NC3=NCCCCC3)cc2)cc(OCC)c1OCC	0.6%	-2.5	1025	-1%	0.6	1056	2.7	2.0	6.0	2%	0.77	-0.3	0.21	-0.74	i	35	-1.5%
CCN(CC)S(=O)(=O)c1ccc(N2CCOCC2)c(NC(=O)c2cccc3ccccc23)c1	2.7%[50 µM]	-1.8	1139	-11%	-0.02	1245	3.7	2.8	5.9	2%	0.45	-0.22	0.044	-0.17	i	10	-0.2%
CSc1nc2ccccc2n1CC(=O)Nc1ccccc1	0.8%	-6.7	1053	1%	.	.	3.0	1.9	7.2	3%	4.7	-0.029	2.2	-2.1	i	-3	-1.1%

Brought forward from above: two entries; new compounds follow.
SMILES	UTI89 phage lysis	bCat nuc transl	bCat nuc transl cell count 5 µM	P. falciparum M17LAP	Ins promoter up	Ins promoter up cell count	MT stabilize HCS	MT stabilize HCS Hoechst-high %	MT stabilize HCS cytotoxicity %	P. falciparum M1AAP	Dynein cargo inh	Dynein cargo inh cytoplasmic EGFP	Dynein cargo inh nuclear GR-EGFP	Dynein cargo inh cell count	Autophagy mod	Autophagy mod cell loss 18 h	CSM14.1 death rescue
CCN(CC)S(=O)(=O)c1ccc(N2CCOCC2)c(NC(=O)c2cccc3ccccc23)c1	2.7%[50 µM]	-1.8	1139	-11%	-0.02	1245	3.7	2.8	5.9	2%	0.45	-0.22	0.044	-0.17	i	10	-0.2%
CSc1nc2ccccc2n1CC(=O)Nc1ccccc1	0.8%	-6.7	1053	1%	.	.	3.0	1.9	7.2	3%	4.7	-0.029	2.2	-2.1	i	-3	-1.1%
COc1ccccc1N1C(=O)[C@@H]2[C@H](C1=O)[C@H](C(=O)c1ccc(OC(C)=O)cc1)N1N=CC=C[C@@H]21	.	2.7	1308	-1%	-0.44	1188	.	.	.	3%	-0.88	-0.28	-0.52	1.1	.	.	.
COc1ccc(N2CCN(C(=O)Cc3ccc(Br)cc3)CC2)cc1	0.6%	0.7	1270	2%	0.7	1035	.	.	.	5%	0.35	-0.22	1.2	-1	.	.	.
COc1ccc(C(CC(=O)N2CCOCC2)c2c(OC)cc(OC)c3ccc(=O)oc23)cc1 (stereo unspecified)	1.5%	0.5	1166	-9%	.	.	.	.	.	10%	0.48	-0.78	0.24	-0.32	.	.	.
COc1ccc(Cl)cc1N(CC(=O)NCC(C)C)S(=O)(=O)c1ccc(C)c([N+](=O)[O-])c1	0.4%[50 µM]	-2.0	925	-13%	0.3	1335	2.3	2.0	6.0	2%	-0.27	-0.15	-0.18	0.6	i	-12	-2.4%
COc1ccc(CC(=O)NC2=NCCS2)cc1	3.7%	-5.0	1221	-7%	-0.23	986	2.1	1.5	3.7	-2%	0.41	0.22	0.73	0.18	i	14	-3.4%

From PubChem BioAssay
